EP2 mod = EP2 receptor modulators, cAMP readout, primary screen, cell-based, HTRF cAMP, PGE2 stimulation; Prostaglandin E2 receptor EP2 subtype (Homo sapiens), P43116; EP2-expressing cells, cAMP HTRF FRET, PGE2 co-stimulation; induction, % at 25 µM; 0.83% of 260,000 active;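 active means compounds whose cAMP rise, as percent of the full-agonist control response, exceeds 60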;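 further: rat C6 glioma line stably carrying human EP2 under a CMV promoter; the protocol text gives 20 µM as final concentration; 100% = response of wells given 1 µM PGE2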
S1P4 antag = S1P4 receptor antagonists, primary screen, cell-based | 0.26% of 220,000 active | Sphingosine 1-phosphate receptor 4 (Homo sapiens), O95977 | inhibition, % at 4.98 µM | AID 1510, 2009 | S1P4-expressing cells, antagonist mode, reporter read-out; in the data active means inhibition above about 29%;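 further: 0% = wells stimulated with agonist and 100% = vehicle wells without agonist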
NPY-Y1 antag = NPY-Y1 receptor antagonists, primary screen, cell-based. Neuropeptide Y receptor type 1 (Homo sapiens), P25929. HEK293-CNG Y1 cells, membrane potential fluorescence; NPY at EC95, then isoproterenol. inhibition, % at 3.6 µM. 1% of 200,000 active;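 active means inhibition above the campaign mean inhibition of all tested compounds plus 3 SD, cut at about 20% in these data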;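 further: 0% = DMSO wells given NPY plus isoproterenol and 100% = isoproterenol alone without NPY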
Target sequence (P25929 whole entry, looked up): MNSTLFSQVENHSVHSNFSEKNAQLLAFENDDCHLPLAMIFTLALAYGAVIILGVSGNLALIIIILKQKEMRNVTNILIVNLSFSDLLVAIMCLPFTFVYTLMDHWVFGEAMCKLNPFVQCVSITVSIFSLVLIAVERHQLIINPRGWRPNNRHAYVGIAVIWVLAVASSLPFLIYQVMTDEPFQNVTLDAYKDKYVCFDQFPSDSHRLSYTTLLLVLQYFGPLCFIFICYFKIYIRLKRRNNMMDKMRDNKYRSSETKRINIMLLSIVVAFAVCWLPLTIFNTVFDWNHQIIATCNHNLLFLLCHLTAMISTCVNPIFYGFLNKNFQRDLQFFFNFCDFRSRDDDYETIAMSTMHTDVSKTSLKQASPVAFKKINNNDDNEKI
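Assay system: HEK293 cells with Y1 receptor plus CNG channel | Probe or stimulus: NPY (25 nM), isoproterenol (1 µM), Ro 20-1724 (25 µM) | Timing: Compound incubation 1 h at room temperature, readout 45 min post-stimulation | Measured by: Membrane-potential fluorescent dye readout | Benchmarks: High control isoproterenol alone, low control NPY with isoproterenol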
TRPN1 ag = zebrafish TRPN1 channel agonists, primary screen, cell-based, HEK293, calcium fluorescence; HEK293 zebrafish TRPN1-YFP, Fluo-8 calcium fluorescence; 100% = response to 87 µM carbachol; transient receptor potential cation channel N1 (TRPN1/NompC), Danio rerio; 0.18% of 220,000 active; activation, % at 3 µM;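 active means activation above its plate's cutoff, the mean activation of test wells on that plate plus 3 SD, cut at about 19% in these data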;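 further: 0% = DMSO alone and 100% = 87 µM carbachol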
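Material: zebrafish TRPN1-YFP in HEK293 cells. Doses: one dose of 3 µM, 0.3% DMSO. Incubation: dye 1 h 37 °C plus 30 min RT. Measured by: intracellular calcium fluorescence with Fluo-8.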
NPY1 pot ag = NPY-Y1 receptor potentiators or agonists, primary screen, cell-based; AID 1304, 2008; 0.37% of 220,000 active; NPY-Y1 expressing cells, potentiator/agonist activation; activation, % at 3.6 µM; in the data active means activation above about 33%, passing the limit was not always enough;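 further: cells stimulated with NPY at EC10 then isoproterenol at EC100; 0% = low agonist plus stimulus and 100% = saturating agonist plus stimulus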
S1P4 agonist = S1P4 receptor agonists, primary screen, cell-based; Sphingosine 1-phosphate receptor 4 (Homo sapiens), O95977; S1P4-expressing cell line, agonist reporter assay; activation, % at 4.98 µM; 0.35% of 220,000 active; AID 1509, 2009; in the data active means activation above about 11%;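 further: 0% = DMSO vehicle and 100% = reference agonist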
NPY-Y2 PAM-ag = NPY-Y2 potentiators or agonists, primary screen, cell-based; cells expressing NPY-Y2, potentiator/agonist read-out; activation, % at 3.6 µM; 0.45% of 220,000 active; AID 1359, 2008; in the data active means activation above about 27%;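 further: cells stimulated with NPY near EC25 plus isoproterenol at EC100; 0% = vehicle plus submaximal agonist and 100% = vehicle plus saturating agonist; some results beyond the cut were filed as inactive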
CHOP inhibitor = inhibitors of CHOP promoter induction, primary screen, cell-based, unfolded protein response, luciferase reporter | CHO-K1 CHOP-promoter luciferase, tunicamycin-induced, 15-18 h | AID 2732, 2010 | inhibition, % at 10 µM | 3.8% of 220,000 active;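 active means compounds that reduced the stress-induced luciferase reporter signal by more than about 70% of percent inhibition, limit read from the data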;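 further: 0% = tunicamycin plus vehicle and 100% = wells without tunicamycin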
TRPML3 ag = human TRPML3 channel agonists, primary screen, cell-based, HEK293 TRPML3-YFP, Fluo-8 calcium fluorescence, 3 µM; Mucolipin-3 (Homo sapiens), Q8TDD5; 100% = the carbachol control signal; activation, % at 3 µM; 0.29% of 220,000 active;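 active means activation above its plate's cutoff, the mean activation of the plate's test wells plus 3 SD, cut at about 12% in these data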;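 further: 0% = DMSO only wells and 100% = carbachol wells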
Target sequence (Q8TDD5 whole entry, looked up): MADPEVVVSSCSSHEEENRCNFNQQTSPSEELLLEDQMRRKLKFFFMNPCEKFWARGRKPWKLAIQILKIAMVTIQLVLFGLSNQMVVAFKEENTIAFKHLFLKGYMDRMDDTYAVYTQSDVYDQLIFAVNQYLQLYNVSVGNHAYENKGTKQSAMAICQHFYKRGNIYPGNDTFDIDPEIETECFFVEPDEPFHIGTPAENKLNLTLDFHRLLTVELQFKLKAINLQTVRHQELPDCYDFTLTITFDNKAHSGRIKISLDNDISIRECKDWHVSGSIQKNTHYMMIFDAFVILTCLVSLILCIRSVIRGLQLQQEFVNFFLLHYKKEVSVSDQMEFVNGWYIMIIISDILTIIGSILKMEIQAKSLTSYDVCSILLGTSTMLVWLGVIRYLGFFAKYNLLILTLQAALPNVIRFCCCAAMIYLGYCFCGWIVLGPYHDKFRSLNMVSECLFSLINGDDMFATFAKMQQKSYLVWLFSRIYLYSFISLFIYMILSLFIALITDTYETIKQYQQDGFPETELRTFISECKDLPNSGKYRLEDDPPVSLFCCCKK
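Material: TRPML3-YFP stable HEK293 cells | Dosing: One concentration, 3 µM nominal, 0.3% DMSO | Timing: 125 s total fluorescence read per well | Technique: Fluo-8 calcium dye fluorescence, ex 470-495, em 515-575 nm | Measure: Percent activation from peak-to-basal fluorescence ratio, scaled between DMSO and carbachol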
Numbers without * were called inactive; . = no result given; & = joins results of further samples. Compounds as they come. Share with any hit: about 6.5%.

Sample of the layout, 3 compounds:
SMILES | EP2 mod | S1P4 antag | NPY-Y1 antag | TRPN1 ag | NPY1 pot ag | S1P4 agonist | NPY-Y2 PAM-ag | CHOP inhibitor | TRPML3 ag
O=C(NC1CCCCC1)C(c1ccncc1)N(CC1CCCO1)C(=O)C(F)(F)F (stereo not given) | -53 | 13 | -3 | -1.6 | -8 | -0.7 | 13 | -12 | 0.2
O=C(C1CCC(CNc2c(N3CCOCC3)c(=O)c2=O)CC1)N1CCN(c2ccccc2)CC1 (stereo not given) | 16 | -2 | -1 | 0.1 | -10 | -0.7 | 9 | 20 | -0.1
CC1C(=NO)C(C)C(c2ccccc2)NC1c1ccccc1 (stereo not given) | 30 | -9 | -6 | -1.2 | -1 | -0.8 | -14 | 16 | -0.8

Main list, repeating the preview:
SMILES | EP2 mod | S1P4 antag | NPY-Y1 antag | TRPN1 ag | NPY1 pot ag | S1P4 agonist | NPY-Y2 PAM-ag | CHOP inhibitor | TRPML3 ag
O=C(NC1CCCCC1)C(c1ccncc1)N(CC1CCCO1)C(=O)C(F)(F)F (stereo not given) | -53 | 13 | -3 | -1.6 | -8 | -0.7 | 13 | -12 | 0.2
O=C(C1CCC(CNc2c(N3CCOCC3)c(=O)c2=O)CC1)N1CCN(c2ccccc2)CC1 (stereo not given) | 16 | -2 | -1 | 0.1 | -10 | -0.7 | 9 | 20 | -0.1
CC1C(=NO)C(C)C(c2ccccc2)NC1c1ccccc1 (stereo not given) | 30 | -9 | -6 | -1.2 | -1 | -0.8 | -14 | 16 | -0.8
CCN(CC)S(=O)(=O)c1ccc(NC(=O)C(OC)c2ccccc2)cc1 (stereo not given) | 1 | -7 | -1 | 4.7 | -1 | 1.4 | 3 | 26 | 3.2
N#Cc1ccc(COC(=O)c2ccc3c(=O)[nH]c(CN4CCOCC4)nc3c2)cc1 | -10 | 3 | -2 | -0.5 | -15 | 0.4 | -26 | -18 | 1.1
CC1CCc2nc(NC(=O)C3CC3)sc2C1 (stereo not given) | 14 | 5 | -2 | -1.6 | -39 | -5.3 | 12 | -9 | 0.5
O=C(Nc1ccc2c(c1)oc1ccccc12)C1CC1 | -9&-83 | 9 | -5 | 2.2 | 21 | -0.7 | 11 | -1 | 0.5
Nc1c(Cl)ncnc1N/N=C/c1ccc2ccccc2n1 | -69 | -16 | 10 | 1.0 | -3 | 0.8 | 11 | 65 | 0.4
CN(/N=C/c1ccc(Br)o1)C1=NS(=O)(=O)c2ccccc21 | -4 | -6 | 4 | -1.3 | -8 | 0.4 | -9 | 34 | -0.6
COc1cc2cc(C)c3nnc(SCC(=O)Nc4cc(C)on4)n3c2cc1OC | 9&-10 | -20 | -1 | -0.2 | 9 | 0.7 | 1 | -3 | 0.8
CC1(C)SC(=S)N(NC(=O)Nc2ccccc2)C1N(O)C(=O)Nc1ccccc1 (stereo not given) | -30 | 2 | -1 | -0.5 | -1 | 1.5 | -4 | 19 | 0.8
O=C(Cc1ccccc1)Nc1nnc(-c2cccc([N+](=O)[O-])c2)s1 | 18 | -15 | 1 | 0.9 | 1 | 0.6 | 19 | -5 | 1.3
O=C(COC(=O)c1ccc(Cl)c(S(=O)(=O)N2CCc3ccccc3C2)c1)Nc1ncc(Cl)cc1Cl | 34 | -7 | 3 | 0.4 | -18 | -0.9 | -2 | 11 | 0.0
O=C(c1ccc(F)cc1)N1CCN(c2cc(N3CCCCC3)c(F)cc2[N+](=O)[O-])CC1 | 24 | -7 | -2 | 2.3 | -23 | -1.4 | 8 | 24 | 0.2
CCOC(=O)C1(c2csc(N)n2)COC(=O)C1 (stereo not given) | 10 | 10 | 3 | 1.5 | -1 | -2.2 | 11 | -21 | 1.3
O=c1nc(/C=C/c2ccc(O)c(O)c2)oc2ccccc12 | -5 | -30 | . | 1.2 | -13 | 1.6 | 5 | 21 | -0.6
Cc1cc(C)c2nc(N3CCCC(C(=O)NCCCN4CCOCC4)C3)sc2c1 (stereo not given) | 12 | -25 | 6 | -1.4 | -29 | 2.0 | -6 | 22 | 0.4
Cc1ccc(-n2nc(C(=O)N/N=C/c3cccc(C(F)(F)F)c3)c3ccccc3c2=O)cc1C | 22 | -6 | -1 | -0.6 | -10 | -1.1 | 9 | 10 | -0.2
CCCc1nc2ccc(NC(=O)c3cccs3)cc2c(=O)n1Cc1ccc(Cl)cc1 | 31&-12 | -15 | 4 | 1.2 | -22 | 0.0 | 5 | 7 | 0.8
Cn1ncc2cc(NC(N)=S)ccc21 | 25 | 3 | 0 | -0.2 | 16 | 0.2 | 0 | 12 | 1.0
CC(OC(=O)c1ccncc1)C(=O)Nc1cccc(Cl)c1 (stereo not given) | -4 | -10 | 1 | 0.1 | 1 | 1.0 | 6 | -6 | 0.1
O=C(/C=C/c1cccs1)NC(=S)NNC(=O)c1ccccc1O | -2&-25 | 14 | -3 | 21* | 11 | -1.2 | 4 | 52 | 14*
Cc1nnsc1C(=O)NNc1ccc(C(C)(C)C)cc1 | 0 | 14 | . | 1.9 | 3 | -0.1 | -7 | 5 | 0.8
CCOc1ccc(CNCCc2ccc(S(N)(=O)=O)cc2)cc1 | -47 | -4 | 2 | -1.3 | 0 | -1.5 | -5 | -1 | 0.0
CCOC(=O)c1ccc(NC(=O)c2ccc(CO)c(C(=O)NC3CCN(C(=O)OCC)CC3)c2)cc1 | 1 | 3 | 7 | 0.0 | -4 | -0.6 | -5 | 0 | 0.4
O=C(O)c1cn(Cc2ccccc2Cl)c2ccc(S(=O)(=O)N3CCOCC3)cc2c1=O | 0 | 1 | 7 | 1.5 | 16 | 2.1 | -2 | 6 | 0.6
CCOc1ccc(-c2cnc(N)n2C)cc1 | -52&-9 | -30 | 5 | 0.7 | -15 | 0.0 | 11 | 19 | 1.6
CC(C)Oc1cccc(C(=O)C2CCCN(Cc3ccc(Oc4ncccn4)cc3)C2)c1 (stereo not given) | -14 | -8 | 2 | 2.2 | -9 | -2.2 | -28 | 7 | 0.6
NC(=O)C1CCN(C(=O)C2c3ccccc3C(=O)N3CCc4ccccc4C23)CC1 (stereo not given) | 36 | 0 | 6 | 1.7 | -2 | 0.4 | 10 | 2 | 0.8
Cc1ccc(C(=O)c2cc3ccccc3o2)cc1[N+](=O)[O-] | 15 | 14 | 7 | 0.7 | 6 | -0.4 | 0 | -30 | 1.2
O=C(c1ccco1)N(CC1CCCO1)c1nc(-c2ccccc2)cs1 (stereo not given) | 66* | -7 | 10 | -0.9 | -9 | 1.9 | 1 | 22 | -0.2
CCN1CCCC1CNC(=O)CCNC(=O)c1cc(OC)c(OC)c(OC)c1 (stereo not given) | 15 | -18 | 11 | 1.7 | -14 | -0.6 | 4 | 6 | 0.1
CCOc1ccc(NC(=O)Nc2cc(C)ccc2OC)cc1 | -19 | -1 | 0 | -1.3 | -20 | -1.0 | -9 | 12 | 0.7
Cc1cccc(C)c1N1C(=O)CC(N(O)c2ccccc2)C1=O (stereo not given) | -20 | -7 | 2 | 2.1 | -33 | -2.3 | -10 | -12 | 1.4
Cc1cc(C)c2c(c1)-c1c(ssc1=S)C(C)(C)N2C(=O)CSc1nncn1C | 9 | 8 | -3 | -1.3 | 13 | 0.3 | 14 | 18 | -0.3
CC(C)N(C(=O)CSc1nc2ccccc2n1-c1ccccc1)C(C)C | 35 | -2 | 13 | -2.5 | -12 | 2.9 | -17 | -36 | -2.4
COC(=O)c1ccc(NC(=O)NCCCl)cc1 | -37 | -7 | 4 | -0.4 | 15 | 0.5 | -3 | -18 | 0.7
CC(C)(C)NC(=O)C(=O)NNC(=O)COc1ccc(Br)cc1 | 23 | -14 | 4 | -0.7 | -13 | -0.1 | -9 | 39 | 0.5
Cc1ccc(NC(=O)Cn2nc(C)cc2C)cc1 | -7 | -2 | 4 | 2.4 | 8 | 1.1 | 4 | -4 | 0.0
Cc1ccc(C(=O)NN2C(=O)c3ccc(S(=O)(=O)c4ccc(C(=O)O)cc4)cc3C2=O)cc1 | 9 | -8 | 1 | 0.2 | 2 | -0.8 | -2 | 0 | 0.7

Arranged by the number under TRPML3 ag (ascending): three from the list above.
SMILES | TRPML3 ag
CC(C)N(C(=O)CSc1nc2ccccc2n1-c1ccccc1)C(C)C | -2.4
O=C(c1ccco1)N(CC1CCCO1)c1nc(-c2ccccc2)cs1 (stereo not given) | -0.2
COC(=O)c1ccc(NC(=O)NCCCl)cc1 | 0.7

The list continues.
SMILES | EP2 mod | S1P4 antag | NPY-Y1 antag | TRPN1 ag | NPY1 pot ag | S1P4 agonist | NPY-Y2 PAM-ag | CHOP inhibitor | TRPML3 ag
CC(=O)Oc1c(/C=C(\C#N)C(N)=O)[nH]c2ccccc12 | -100 | -2 | 0 | 4.2 | -12 | 0.5 | 17 | 18 | 1.4
CC(C)(C)c1ccc(-c2nc(O)c(CC(=O)O)s2)cc1 | -8 | 2 | . | -0.4 | 3 | 0.7 | 5 | 62 | 0.2
C=CCN1C(=O)C(CC(=O)Nc2ccccc2)N(Cc2ccccn2)C1=S (stereo not given) | -7 | -2 | 3 | 1.6 | -2 | -0.6 | 5 | 15 | 0.4
COc1ccccc1CNC(=O)c1ccc(-c2ccccc2Cl)o1 | -18 | 20 | 5 | -2.2 | -19 | -0.3 | -3 | 3 | -0.6
C=CCOc1ccc(CNn2cn[nH]c2=S)cc1OCC | 30 | 9 | 2 | 0.2 | -1 | -0.3 | 9 | -3 | 0.6
COc1ccc(C(=O)NCCc2nnc(SCC(=O)Nc3ccc(Br)cc3)n2C)cc1 | -9 | 4 | 4 | -1.6 | 12 | -0.7 | 15 | 11 | -0.3
O=C(NNC(=O)c1ccncc1)NC1CCCCC1 | 32 | -1 | -3 | 0.5 | 19 | 1.0 | -5 | 6 | 0.5
CCn1nc(C)c(NC(=O)CSc2nnc(-c3ccco3)n2C)c1C | -2 | -10 | -6 | -0.4 | -7 | 1.5 | 2 | 16 | 1.0
COC(=O)c1ccccc1NC(=O)c1cc(-c2ccc(O)cc2)on1 | 12 | -14 | -2 | 0.0 | 14 | 1.0 | 12 | -37 | 1.0
Cc1ccc(NC(=O)c2ccco2)c([N+](=O)[O-])c1 | 9 | -17 | 3 | -2.4 | -12 | 1.4 | -2 | -7 | 0.1
COc1ccc(Nc2nc(OC)nc(N3CCOCC3)n2)cc1 | -40&0 | 9 | 1 | -0.4 | -4 | 1.2 | -3 | -21 | -0.1
COc1ccc(CNC(=O)NC(C)(C)c2cccc(C(C)(C)NC(=O)NCc3ccc(OC)cc3)c2)cc1 | 8 | -14 | 1 | -0.5 | 0 | -0.1 | -4 | 35 | -0.3
